KCNK3 inh: human KCNK3 channel inhibition, primary screen; B-score at 10 µM; O14649; AID 602410; 340,000 tested, 0.84% active; CHO-KCNK3 thallium flux, FluxOR fluorescence; stronger effect = lower value;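 active = B-score under library mean minus 4 SD, starting fluorescence ratio at most library mean plus 5 SD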;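 also: more negative B-score means stronger inhibition of thallium flux through KCNK3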
MrgX1 ag: activates human MrgX1 receptor signaling | MrgX1-HEK293 cells, Fluo-4 calcium fluorescence, agonist mode; stronger effect = higher value | B-score at 10 µM | AID 588627 | 310,000 tested, 0.44% active;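 active = calcium response B-score plate-corrected fluorescence ratio at least 3 library SD, with starting fluorescence B-score inside 5 SD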
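System: HEK293 cells stably expressing human MrgX1 receptor; Dosing: test compound in the initial addition of three; Schedule: overnight plating, then 30 min 37 °C plus 30 min room-temperature dye loading; Detection: kinetic calcium dye fluorescence, Fluo-4 NW; Controls: per-plate positive and negative controls for Z′ factor.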
RGS4 inh: inhibitors of human RGS4; P49798; HEK293 M3R/RGS4 inducible, Fluo-4 calcium flux; stronger effect = higher value; triggered by carbachol at its EC20; B-score at 10 µM; 310,000 tested, 0.45% active; AID 463165;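 active = B-score, a plate-corrected calcium signal, over three deviations above library mean, with baseline fluorescence within five deviations of library mean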;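 also: RGS4 expression induced by doxycycline in cells with stable M3 receptor; B-score is computed from the integrated fluorescence ratio over baseline after carbachol; higher B-score means a larger calcium signal and so more RGS4 inhibition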
KCNK9 inh: blocks the human KCNK9 two-pore domain potassium channel; HEK293 KCNK9, FluxOR thallium flux fluorescence; stronger effect = lower value; B-score at 10 µM; 310,000 tested, 1.2% active;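 active = ratio B-score over 3 SD below the library mean, with starting fluorescence within 5 SD of its mean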;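 also: negative B-score means less thallium flux so channel inhibition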
hERG rescue: shields human hERG channel from block by proarrhythmic agents | Q12809 | activation (rescue from dofetilide block), less the hit threshold, % at 10 µM | CHO-hERG, FluxOR thallium flux, dofetilide IC70 present | 310,000 tested, 0.51% active;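 active = activation above the mean of controls blocked by dofetilide plus 5 SD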;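 also: thallium influx through hERG after potassium depolarization seen as dye fluorescence rise; in these data hits start at about 4.7%; inactives centre near -7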
Target sequence (Q12809 whole entry, looked up): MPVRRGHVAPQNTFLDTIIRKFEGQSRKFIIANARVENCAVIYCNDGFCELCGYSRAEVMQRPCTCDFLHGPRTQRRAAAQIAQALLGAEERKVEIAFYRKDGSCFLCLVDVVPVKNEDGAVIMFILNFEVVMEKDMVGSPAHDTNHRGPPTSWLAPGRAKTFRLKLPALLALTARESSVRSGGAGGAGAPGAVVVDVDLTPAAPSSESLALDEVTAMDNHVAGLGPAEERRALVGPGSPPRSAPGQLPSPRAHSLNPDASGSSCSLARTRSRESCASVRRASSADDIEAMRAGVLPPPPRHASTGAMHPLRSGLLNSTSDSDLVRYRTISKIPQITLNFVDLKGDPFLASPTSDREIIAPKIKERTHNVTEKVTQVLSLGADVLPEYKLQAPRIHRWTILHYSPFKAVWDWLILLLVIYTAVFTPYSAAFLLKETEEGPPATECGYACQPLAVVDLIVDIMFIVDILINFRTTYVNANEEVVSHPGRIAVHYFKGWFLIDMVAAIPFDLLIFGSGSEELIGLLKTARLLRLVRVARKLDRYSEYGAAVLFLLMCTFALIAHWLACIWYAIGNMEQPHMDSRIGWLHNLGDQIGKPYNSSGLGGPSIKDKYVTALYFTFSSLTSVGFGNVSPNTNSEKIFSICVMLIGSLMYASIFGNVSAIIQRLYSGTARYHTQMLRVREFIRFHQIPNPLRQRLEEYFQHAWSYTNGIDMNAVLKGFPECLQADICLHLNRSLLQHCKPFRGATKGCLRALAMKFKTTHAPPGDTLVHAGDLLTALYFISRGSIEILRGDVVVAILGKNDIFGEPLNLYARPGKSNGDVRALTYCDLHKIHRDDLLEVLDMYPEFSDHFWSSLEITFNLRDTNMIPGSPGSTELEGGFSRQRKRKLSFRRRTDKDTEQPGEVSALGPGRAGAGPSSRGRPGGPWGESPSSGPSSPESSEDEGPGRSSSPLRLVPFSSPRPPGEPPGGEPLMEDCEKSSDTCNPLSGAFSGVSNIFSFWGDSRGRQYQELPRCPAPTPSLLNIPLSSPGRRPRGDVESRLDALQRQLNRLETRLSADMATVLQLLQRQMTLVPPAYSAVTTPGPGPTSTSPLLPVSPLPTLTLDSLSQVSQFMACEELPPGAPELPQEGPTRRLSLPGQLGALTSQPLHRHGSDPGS
KCNQ1 inh: human KCNQ1 channel inhibition; B-score at 10 µM; AID 2642; P51787; 310,000 tested, 1.3% active; CHO-K1 KCNQ1, FluxOR thallium flux fluorescence; stronger effect = higher value;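 active = compounds whose thallium flux B-score, printed positive for inhibition, exceeds three library SD while starting fluorescence stays within three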;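 also: channel opened by potassium depolarization with thallium stimulus after 20 min compound exposure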
MrgX1 PAM: human MrgX1 positive allosteric modulation, primary screen; Q96LB2; MrgX1-HEK293, Fluo-4 calcium flux, FDSS; stronger effect = higher value; B-score at 10 µM; 310,000 tested, 0.63% active;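 active = plate-corrected calcium response at least 3 library SD above typical, normal starting fluorescence, not activating the receptor alone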;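 also: compound read alongside a low EC10 to EC30 dose of BAM8-22 agonist; peak minus trough fluorescence over baseline measured at the second addition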
RGS4 act: potentiators or activators of RGS4. AID 463111. B-score at 10 µM. HEK293 M3R/inducible RGS4, carbachol calcium flux Fluo4; stronger effect = lower value. 310,000 tested, 0.92% active;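 active = B-score of the integrated calcium signal more than 4 SD below the library mean, with starting fluorescence not abnormally high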;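 also: negative B-score means reduced calcium response which marks RGS4 activation or potentiation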
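Material: M3R-expressing HEK293 line, RGS4 induced by doxycycline | Schedule: Overnight RGS4 induction, 30 min dye load 37 °C, 20 min compound RT | Measured by: Fluo4 fluorescence kinetic imaging of calcium | Read-out: Integrated calcium ratio converted to B score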
ANO1 activ: activators or potentiators of mouse TMEM16A chloride channel | HEK293 TMEM16A/YFP-H148Q/I152L, iodide quench fluorescence; stronger effect = lower value | B-score at 10 µM | 340,000 tested, 0.3% active | AID 623877;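 active = fluorescence-ratio B-score plate-corrected deviation score at least 3 library SD below zero, with starting fluorescence score within 5 deviations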;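 also: channel opened by trigger with iodide after compound preincubation; score built on the fluorescence ratio of max minus min over baseline; more negative score means more quench and so TMEM16A activation or potentiation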
TMEM16A inh: blocks the mouse calcium-activated chloride channel TMEM16A; HEK293 TMEM16A/YFP iodide influx fluorescence, ionomycin; normalized B-score (activity score, 25-100; higher = stronger inhibition) at 10 µM; 310,000 tested, 1.2% active; AID 588511;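 active = ratio plate-corrected score three or more library SD toward inhibition, starting fluorescence score within five deviations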;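 also: score derived from kinetic fluorescence span divided by baseline fluorescence per well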
KCNQ1 pot: human KCNQ1 channel potentiation or activation; CHO-K1 KCNQ1, thallium flux FluxOR fluorescence; stronger effect = higher value; P51787; B-score at 10 µM; 310,000 tested, 0.35% active;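 active = fluorescence ratio B-score, a plate-corrected score, at least three library SD, with initial intensity B-score within 5 SD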
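assay system = CHO-K1 cells stably expressing KCNQ1 | medium = assay buffer, equal DMSO in all wells | timing = 37 °C overnight plating, 90-min dark dye load, 20-min compound pretreatment | measured by = kinetic FluxOR thallium fluorescence, 10-s 1-Hz baseline, 110-s post-stimulus read | measure = fluorescence change relative to baseline, converted to B score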
Starred values were filed as active, the others as inactive; i = inactive; · = not tested or not shown.

No. | Molecule | KCNK3 inh | MrgX1 ag | RGS4 inh | KCNK9 inh | hERG rescue | KCNQ1 inh | MrgX1 PAM | RGS4 act | ANO1 activ | TMEM16A inh | KCNQ1 pot
1 | COc1ccc(C2=NCC(=S)Nc3ccc(Cl)cc32)cc1Cl | i | i | i | i | -7 | i | i | i | i | i | i
2 | COc1ccccc1C1=NCc2nnc(C)n2-c2ccc(Cl)cc21 | i | i | i | i | -6 | i | i | i | i | i | i
3 | CCCCCCOc1ccc(CN2CCN(CC)CC2)cc1 | i | i | i | i | -7 | i | i | -7.1* | i | i | i
4 | CCC(COC(=O)NC)NC(=O)Oc1cccc(C)c1 (centres undefined) | i | i | i | i | 0 | i | i | i | i | i | i
5 | CC(C)(C)N1Cc2ccccc2C1=N | i | i | i | i | -10 | i | i | i | i | i | i
6 | O=C(Nc1cccc(OC(=O)N2CCOCC2)c1)N1CCOCC1 | i | i | i | i | -6 | i | i | i | i | i | i
7 | CCCN1C2CCCC1CC(NC(C)=O)C2 (centres undefined) | i | 50* | i | i | -11 | i | i | i | i | i | i
8 | Cc1ccsc1C(=O)C1CCCN(Cc2ccccc2O)C1 (centres undefined) | i | i | i | i | -21 | i | i | i | i | i | i
9 | Cc1ccc2c(c1)=C/C(=C\c1c(O)[nH]c(=S)[nH]c1=O)C(=O)N=2 | · | i | i | i | -5 | i | i | i | · | i | i
10 | COc1cc(C(=S)N2CCOCC2)cc(OC)c1OC(=O)Cc1ccccc1 | i | i | i | i | -9 | i | i | i | i | i | i
11 | Cn1nc(N)c2c1N=P(N1CCOCC1)(N1CCOCC1)N=C2c1ccccc1 | i | i | i | i | -4 | i | i | i | i | i | i
12 | c1csc(CN2CCNCC2)c1 | i | i | i | i | -12 | i | i | i | i | i | i
13 | COc1cc(CN2CCN(c3cc(C)ccc3C)CC2)ccc1O | i | i | i | i | -13 | i | i | i | i | i | i
14 | Cn1c(O)c(C=NC2CCCCC2)c(=O)[nH]c1=S | i | i | i | i | -5 | i | i | i | i | i | i
15 | Cc1nn(CC(C)C)c(Cl)c1C(=O)NC1CCC(C)CC1 (centres undefined) | i | i | i | i | -9 | i | i | i | i | i | i
16 | CCOP(=O)(OCC)C(NC(=O)C(C)C)C(Cl)(Cl)Cl (centres undefined) | i | i | i | i | -1 | i | i | i | i | i | i
17 | CCOP1(=S)Oc2cc3c(cc2C(C(=O)OC)(C(F)(F)F)O1)OCO3 (centres undefined) | i | i | i | i | -9 | i | i | i | i | i | i
18 | C=C1C(=O)O[C@@H]2C[C@@H](C)[C@H]3C=CC(=O)[C@]3(O)C[C@@H]12 | i | i | i | i | -5 | i | i | i | i | i | i
19 | O=C1NC(=S)NC(=O)C12C(c1ccc(F)cc1)NC(=S)NC2c1ccc(F)cc1 (centres undefined) | i | i | i | i | -10 | i | i | i | i | i | i
20 | O=C1CCN(C(=O)Cc2ccccc2[N+](=O)[O-])CC1 | i | i | i | i | -4 | i | i | i | i | i | i
21 | C(CCc1nn[nH]n1)CCc1nn[nH]n1 | i | i | i | i | -1 | i | i | i | i | i | i
22 | COCCNC(=O)Cn1cc(C(=O)c2ccccc2F)c2ccccc21 | i | i | i | i | -2 | i | i | i | i | i | i
23 | COc1ccc(/C=C2/C(=O)NC(=S)N(C3CC3)C2=O)cc1CN1C(=O)c2ccccc2C1=O | i | i | · | · | · | · | i | · | i | i | ·
24 | C=C(C)[C@H]1CN[C@H](C(=O)O)[C@H]1CC(=O)O | i | i | i | i | -6 | i | i | i | i | i | i
25 | Cc1oc(-c2ccccc2)nc1CN1C(=O)CN=C(c2ccccc2)c2ccccc21 | i | i | i | i | -18 | i | i | i | i | i | i
26 | CCC(C)N1C(=O)NC(=O)C2(Cc3c(ccc4ccccc34)N(C)C2)C1=O (centres undefined) | i | 34* | i | i | -7 | i | i | i | i | i | i
27 | CNC(C)Cc1ccccc1Sc1ccc(O)cc1 (centres undefined) | i | i | i | i | -5 | i | i | i | i | i | i
28 | Cc1cccc(NC(=O)N2CCCC2)c1 | i | i | i | i | -10 | i | i | i | i | i | i
29 | CN1CCN(c2nc(Cl)ncc2F)CC1 | i | i | i | i | -6 | i | i | i | i | i | i
30 | CN1C2CCC1CC(OC(=O)CCN1CCCC1)C2 (centres undefined) | i | i | i | i | -3 | i | i | i | i | i | i
31 | CNS(=O)(=O)c1ccc(N=Cc2c(O)n(-c3ccc(C)cc3)c(=O)[nH]c2=O)cc1 | i | i | i | i | -11 | i | i | i | i | i | i
32 | CNC(=O)Oc1ccc2ncccc2c1 | i | i | i | i | -5 | i | i | i | i | i | i
33 | C/C(=N\NC(=O)c1ccccc1)c1c(O)n(Cc2ccccc2)c(=O)[nH]c1=O | i | i | i | i | -12 | i | i | i | i | i | i
34 | CCC(=Nc1cccc(C(F)(F)F)c1)c1c(O)n(C)c(=O)n(C)c1=O | i | i | i | i | -5 | i | i | i | i | i | i
35 | O=[N+]([O-])c1ccc(NCc2ccccc2)c2nonc12 | · | i | i | i | -30 | i | i | i | · | i | i
36 | Cc1cc(/C=C2\C(=O)NC(=O)N(Cc3ccccc3Cl)C2=O)c(C)n1-c1ccc(C(=O)O)cc1 | i | i | i | i | -38 | i | i | i | i | i | i
37 | CC(=O)NC1C(OC(=O)Cc2ccccc2)OC(COC(C)=O)C(OC(C)=O)C1OC(C)=O (centres undefined) | i | i | i | i | -12 | i | i | i | i | i | i
38 | C/C(=N\N1CCCCCC1)c1c(O)n(C)c(=O)n(C)c1=O | · | i | i | i | -7 | i | i | i | · | i | i
39 | Cc1ccc(-c2cc(-c3ccc(C)cc3)[n+](C)o2)cc1 | i | i | i | i | -24 | i | i | i | i | i | i
40 | COc1cc2c(cc1OC)C(C)NCC2 (centres undefined) | i | i | · | · | · | · | i | · | i | i | ·
41 | Cc1ccc(N2C(=O)NC(=O)/C(=C\c3ccoc3)C2=O)cc1 | i | i | i | i | -11 | i | i | i | -4.6* | i | i
42 | NC1=C([N+](=O)[O-])C(c2ccc3c(c2)OCO3)c2c(c3ccccc3oc2=O)O1 (centres undefined) | · | i | i | i | -9 | i | i | i | · | i | i
43 | O=C1NC(=O)C(C(CC(=O)c2ccccc2)c2ccccc2)C(=O)N1 (centres undefined) | i | i | i | i | -9 | i | i | i | i | i | i
44 | COC(=O)C1=C(c2ccccc2)C[C@@H]2CC[C@H]1N2C(=O)NCc1ccc(F)cc1 | i | i | i | i | -11 | i | i | i | i | i | i
45 | Cc1noc(C)c1C(=O)N1CCC2(CC1)OCCO2 | i | i | i | i | -5 | i | i | i | i | i | i
46 | COc1ccc(-n2c(/C=C/c3ccc(O)cc3)nc3ccccc3c2=O)cc1 | i | i | i | i | -17 | i | i | i | i | i | i
47 | Cc1[nH]c2ccccc2c1/C=N/O | i | i | i | i | -7 | i | i | i | i | i | i
48 | O=C(N/N=C/c1c(O)n(C2CC2)c(=S)[nH]c1=O)c1ccccc1Cl | i | i | i | i | -19 | i | i | i | i | i | i
49 | CN(C(=O)Cc1ccc(Cl)c(Cl)c1)C(CN1CCCC1)c1cccc(OCC(=O)O)c1 (centres undefined) | i | i | · | · | · | · | i | · | i | i | ·
50 | Cc1ccc2c(c1)C1CN(C)CCC1N2C(=O)CCCN1C(=O)c2cccc3cccc(c23)C1=O (centres undefined) | i | i | i | i | -9 | i | i | i | i | i | i
51 | COc1ccc(/C=C2/C(=O)NC(=O)N(C3CCCCC3)C2=O)cc1CSc1ccccn1 | · | i | i | i | -7 | i | i | i | · | i | i
52 | CCC(=NCc1ccco1)c1c(O)n(C)c(=O)n(C)c1=O | i | i | i | i | -3 | i | i | i | i | i | i
53 | Cc1[nH]c2ccccc2c1C1=CCNCC1 | i | i | i | i | -9 | i | i | i | i | i | i
54 | CC(=O)c1c(C)n(CC2CCCO2)c2ccc(O)cc12 (centres undefined) | i | i | i | i | -4 | i | i | i | i | i | i
55 | Cc1ccc(S(=O)(=O)NCC2CCC(C(=O)N3CCC4(CC3)OCCO4)CC2)cc1 (centres undefined) | i | i | i | i | -5 | i | i | i | i | i | i
56 | C[N+]12CCC(CC1)C(=C(c1ccccc1)c1ccccc1)C2 | i | i | i | i | -18 | i | i | -8.8* | i | i | i
57 | CC(NCc1ccc(Cl)c(Cl)c1)C(O)c1ccccc1 (centres undefined) | i | i | i | i | -6 | i | i | i | i | i | i
58 | COc1ccc(N=Nc2c(O)[nH]c(=S)[nH]c2=O)cc1 | i | i | i | i | 2 | i | i | i | i | i | i
59 | C=Cn1ccnc1P(=S)(c1nccn1C=C)C1CCCCC1 | i | i | i | i | -1 | i | i | i | i | i | i
60 | Oc1ccccc1-[n+]1c(-c2ccccc2)cc(-c2ccccc2)cc1-c1ccccc1 | i | i | i | i | -43 | 14* | 13* | -7.4* | i | i | i

Next part.
No. | Molecule | KCNK3 inh | MrgX1 ag | RGS4 inh | KCNK9 inh | hERG rescue | KCNQ1 inh | MrgX1 PAM | RGS4 act | ANO1 activ | TMEM16A inh | KCNQ1 pot
61 | CCNc1nc2[nH]c(=O)c3c(c2s1)OC(N)=C(C#N)C3c1cccs1 (centres undefined) | i | i | i | i | -3 | i | i | i | i | i | i
62 | N#CC12CNCC1CN=N2 (centres undefined) | i | i | i | i | -2 | i | i | i | i | i | i
63 | Cc1ccc(OCC(=O)N2CCN(C)CC2)c(Br)c1 | i | i | i | i | -5 | i | i | i | i | i | i
64 | CCOC(=O)c1ccc(N2C(=O)CC(N3CC=C(c4ccc(F)cc4)CC3)C2=O)cc1 (centres undefined) | i | i | i | i | -7 | i | i | i | i | i | i
65 | COc1ccc(-c2csc(NC(=O)COC(=O)Cc3ccccc3)n2)cc1OC | · | i | i | i | -11 | i | i | i | · | i | i
66 | COC(=O)C1=C(c2ccccc2)C[C@@H]2CC[C@H]1N2C(=O)NCCCOC(C)C | i | i | i | i | -5 | i | i | i | i | i | i

Bioassay records (PubChem)

Not all compounds are listed. The share of hits here may be higher or lower than overall.
